Compound activity from PubChem BioAssay.
ABCB1 inh = ABCB1 efflux pump inhibitors, primary screen, cell-based, multiplex, flow cytometry, ABCG2 counter-screen | ATP-dependent translocase ABCB1 (Homo sapiens), P08183 | CCRF-Adr cells, JC-1 efflux | inhibition, % at 6.6 µM | actives 0.067% (n = 190,000); in the data active = inhibition above about 40%;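 note: 0% = vehicle and 100% = reference inhibitor; higher value means more JC-1 retained so stronger ABCB1 efflux block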
Target sequence (P08183 whole entry, looked up): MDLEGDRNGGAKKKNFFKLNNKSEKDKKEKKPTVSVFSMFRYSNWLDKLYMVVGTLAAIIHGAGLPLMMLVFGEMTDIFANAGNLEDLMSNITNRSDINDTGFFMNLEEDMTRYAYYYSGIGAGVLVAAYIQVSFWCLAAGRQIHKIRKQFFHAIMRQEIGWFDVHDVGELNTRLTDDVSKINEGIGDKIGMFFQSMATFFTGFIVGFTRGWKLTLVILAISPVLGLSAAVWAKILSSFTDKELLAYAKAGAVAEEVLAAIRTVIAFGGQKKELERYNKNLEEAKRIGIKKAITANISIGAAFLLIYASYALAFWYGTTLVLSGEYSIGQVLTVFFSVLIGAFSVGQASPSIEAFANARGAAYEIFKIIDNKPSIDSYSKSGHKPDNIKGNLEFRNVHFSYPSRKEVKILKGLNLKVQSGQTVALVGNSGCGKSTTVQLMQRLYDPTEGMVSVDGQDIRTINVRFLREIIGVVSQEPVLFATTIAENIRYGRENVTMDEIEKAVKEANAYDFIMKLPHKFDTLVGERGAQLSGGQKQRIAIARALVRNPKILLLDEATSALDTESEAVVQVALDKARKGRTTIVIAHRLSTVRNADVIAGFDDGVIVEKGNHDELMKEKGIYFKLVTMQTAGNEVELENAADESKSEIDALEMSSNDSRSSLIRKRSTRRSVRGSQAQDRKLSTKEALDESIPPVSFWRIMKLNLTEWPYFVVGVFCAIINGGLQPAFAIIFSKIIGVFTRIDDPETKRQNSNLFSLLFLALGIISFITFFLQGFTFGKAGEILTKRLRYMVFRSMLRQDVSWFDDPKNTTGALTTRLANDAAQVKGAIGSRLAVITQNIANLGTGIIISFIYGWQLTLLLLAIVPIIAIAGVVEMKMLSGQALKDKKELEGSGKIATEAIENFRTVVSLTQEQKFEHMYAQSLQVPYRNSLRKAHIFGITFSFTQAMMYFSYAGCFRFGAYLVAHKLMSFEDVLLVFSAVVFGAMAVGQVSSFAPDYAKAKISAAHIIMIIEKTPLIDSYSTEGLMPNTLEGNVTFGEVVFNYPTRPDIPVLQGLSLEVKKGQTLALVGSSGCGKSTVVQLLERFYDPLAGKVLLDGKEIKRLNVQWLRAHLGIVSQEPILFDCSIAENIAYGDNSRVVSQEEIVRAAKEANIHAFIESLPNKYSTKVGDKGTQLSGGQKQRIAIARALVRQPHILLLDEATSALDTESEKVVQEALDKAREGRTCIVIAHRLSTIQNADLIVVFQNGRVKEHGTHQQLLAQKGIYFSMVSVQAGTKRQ
Bcl-XL Bim block = inhibitors of Bim-Bcl-XL binding, primary screen, biochemical, multiplexed, bead flow cytometry, human Bcl-XL; AID 1007, 2008; inhibition, % at 10 µM; actives 0.04% (n = 190,000); Bim peptide-Bcl-XL binding, fluorescence; Bcl-2-like protein 1 (Homo sapiens), Q07817
Bfl-1 Bim block = inhibitors of Bim binding to Bfl-1, primary screen, biochemical, multiplexed, bead-based flow cytometry. Bim-Bfl-1 binding inhibition. inhibition, % at 10 µM. actives 0.12% (n = 190,000);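 note: 0% = wells without compound plus tracer and 100% = blocker peptide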
Mcl-1 Bim block = inhibitors of Bim peptide binding to Mcl-1, primary screen, biochemical, bead-based flow cytometry, multiplex. Induced myeloid leukemia cell differentiation protein Mcl-1 (Homo sapiens), Q07820. Bim peptide-Mcl-1 binding. inhibition, % at 10 µM. actives 0.1% (n = 190,000). AID 1009, 2008;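 note: 0% = no compound tracer wells and 100% = peptide blocker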
Bim-Bcl-B = inhibitors of Bim-Bcl-B binding, primary screen, biochemical, multiplexed, human Bcl-2 family. Bcl-2-like protein 10 (Homo sapiens), Q9HD36. bead-based flow cytometry, Bim peptide-Bcl-B binding. inhibition, % at 10 µM. actives 0.073% (n = 190,000). AID 951, 2007;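 note: 0% = tracer peptide without compound and 100% = reference inhibitor peptide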
Bcl-W Bim block = inhibitors of Bim binding to Bcl-W, primary screen, biochemical, multiplexed, bead-based flow cytometry; Bcl-2-like protein 2 (Homo sapiens), Q92843; Bim peptide-Bcl-W binding; inhibition, % at 10 µM; actives 0.02% (n = 190,000);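 note: 0% = bound tracer without compound and 100% = peptide blocker; higher means less fluorescent Bim peptide bound to Bcl-W beads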
RGS8-Gao reg = RGS8-Galphao binding modulators, primary screen, biochemical, multiplexed bead flow cytometry; Guanine nucleotide-binding protein G(o) subunit alpha (Homo sapiens), P09471; actives lie on both sides; response (percent of control binding), % at 10 µM; actives 0.34% (n = 220,000); AID 1423, 2008; in the data active = response below about 60% or above about 140%; inactive = in between;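 note: Galphao activated as the GDP aluminium fluoride complex binding bead-coupled RGS8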
RGS7-Gao = RGS7-Galphao binding modulators, primary screen, biochemical, multiplexed bead flow cytometry; actives 0.35% (n = 220,000); binding response (% of control), % at 10 µM; Guanine nucleotide-binding protein G(o) subunit alpha (Homo sapiens), P09471; actives lie on both sides; in the data active = binding response below about 49% or above about 150%; inconclusive = no clear call, values can overlap the other calls; inactive = in between;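 note: fluorescent Galphao held in activated GDP-AlF4 state binding bead-coupled RGS7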
Bcl-2 Bim block = inhibitors of Bim-Bcl-2 binding, primary screen, biochemical, multiplexed, human Bcl-2 family | Apoptosis regulator Bcl-2 (Homo sapiens), P10415 | inhibition, % at 10 µM | actives 0.06% (n = 190,000) | Bead-based flow cytometry, Bim peptide-Bcl-2 binding; in the data active = inhibition above about 40%; inconclusive = no clear call, values can overlap the other calls;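 note: 0% = no compound wells with probe peptide and 100% = reference peptide inhibitor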
ABCG2 inh = ABCG2 efflux pump inhibitors, primary screen, multiplex with ABCB1, IgMXP3 cells, flow cytometry. Broad substrate specificity ATP-binding cassette transporter ABCG2 (Homo sapiens), Q9UNQ0. JC-1 efflux. inhibition, % at 6.6 µM. actives 0.1% (n = 190,000);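 active = inhibition above 80%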;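 note: 0% = DMSO and 100% = nicardipine control wells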
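Test system: IgMXP3 (ABCG2) plus far-red-tagged CCRF-Adr (ABCB1) cells / Amount: 3 million cells/mL in well / Reagent: JC-1 transporter substrate / Timing: 10 min compound exposure, 25 °C / Signal: flow cytometry, 530 nm JC-1 signal / Read-out: percent efflux inhibition, scaled nicardipine 100% to DMSO 0% / Benchmarks: nicardipine as high control, DMSO as low control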
RGS4-Gao reg = modulators of RGS4 binding to Galphao, primary screen, biochemical, multiplexed bead flow cytometry; actives lie on both sides; binding response (% of control), % at 10 µM; actives 0.33% (n = 220,000); in the data active = binding response below about 49% or above about 150%; inactive = in between;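 note: fluorescent Galphao activated with aluminum fluoride binding bead-coupled RGS4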
* marks the source's active call; other numbers are inactive results; ? = inconclusive; · = no result given; [ ] = dose if it differs, or a comment. Cut-off read from the data, not from the text of the source, unless noted: active = inhibition above about 40%.

SMILES	ABCB1 inh	Bcl-XL Bim block	Bfl-1 Bim block	Mcl-1 Bim block	Bim-Bcl-B	Bcl-W Bim block	RGS8-Gao reg	RGS7-Gao	Bcl-2 Bim block	ABCG2 inh	RGS4-Gao reg
C=CCn1c(SCC(=O)Nc2ccc3c(c2)OCO3)nnc1-c1ccccc1	0.1	-9	-12	0	-5	0	99	100	-3	2	93
O=C(Nc1cc(C(F)(F)F)ccc1N1CCCC1)c1ccc2c(c1)OCO2	0.5	0	-1	-2	-1	0	100	100	0	4	100
CCOC(=O)c1cc(C)n(Cc2ccccc2)c1C	-0.1	-17	-12	1	-5	2	102	104	-5	0	101
FC(F)(F)c1nnc2sc(-c3ccco3)nn12	0.7	-4	-15	-2	-10	-1	97	89	-7	5	95
Cn1c(N)c(C(=O)COC(=O)c2nc(Cl)ccc2Cl)c(=O)n(C)c1=O	0.6	7	0	8	4	5	99	101	0	6	99
C[C@@H](Nc1nc(-c2ccccc2)nc2c1oc1ccccc12)C(=O)O	0.5	-4	-4	-2	0	-2	106	106	-2	4	114
Cc1cccc(S(=O)(=O)Nc2ccc(-c3nc4ccc(C)cc4s3)cc2)c1	-0.2	-3	0	0	0	0	95	98	1	-5	88
COC(=O)c1ccc(N2NC(=O)/C(=C/c3ccc(-c4ccc(Cl)c(C(=O)O)c4)o3)C2=O)cc1	-0.7	-2	0	2	2	0	95	92	1	-3	91
Cc1ccc(O)c(-c2cc3ccccc3[nH]2)c1	·	-1	-13	2	-5	4	100	97	-3	·	102
COc1ccc(/C=N/N2CCOCC2)cc1COc1ccc(F)cc1	0.1	0	-9	4	0	2	103	107	-2	5	104
Cc1ccccc1NC(=S)N(CCc1c(C)[nH]c2ccc(F)cc12)Cc1ccncc1	1.4	-3	-10	1	-2	-1	105	103	-7	5	101
CCOC(=O)c1cc(OC(=O)c2cccc([N+](=O)[O-])c2)n(-c2ccccc2)n1	-0.3	-6	-2	-7	-5	-2	94	95	-7	5	92
Cc1ccc(N(C(C)C(=O)Nc2ccccc2C(=O)N2CCOCC2)S(C)(=O)=O)cc1C (stereo unspecified)	0.1	-5	-2	0	0	-2	102	95	0	-1	92
Cc1nc(SCC(=O)c2cc3ccccc3oc2=O)c(C#N)c(C)c1C(=O)Nc1ccccc1	-0.4	-1	-2	0	-1	-2	96	93	0	-3	92
CC1CCCC(C)N1S(=O)(=O)c1ccc(S(=O)(=O)NCCc2ccncc2)cc1 (stereo unspecified)	1.1	-4	2	-2	-4	-4	89	104	5	2	103
CC[C@H](C)[C@H](NC(N)=O)C(=O)NCCc1ccc(Cl)cc1	0.7	-2	-9	-1	-5	-2	99	102	-2	3	101
Nc1nc(Sc2ccc(C(F)(F)F)cc2[N+](=O)[O-])n[nH]1	0.4	0	-12	-2	-7	1	97	90	-8	2	94
Cc1cccc(N2CC(C(=O)Nc3nnc(SCC(=O)Nc4cc(C)on4)s3)CC2=O)c1 (stereo unspecified)	-1.2	-7	-12	-5	-9	-4	101	98	-6	-11	98
CCOc1ccc(C(=O)NCc2ccncc2)cc1OCC	0.5	-8	-9	0	-1	2	100	97	-5	1	101
COc1ccc(-c2nnc(SCC(=O)NC(=O)NCc3ccccc3)o2)cc1	-0.1	3	-11	0	-3	0	101	95	-6	0	97
N#Cc1cc2c(nc1SCC1COc3ccccc3O1)CCC2 (stereo unspecified)	0.1	0	-2	6	3	8	100	106	3	2	100
CCOC(=O)c1[nH]c2ccc(OC)cc2c1NC(=O)CCN1CCSCC1	0.7	-2	-3	0	-2	0	106	102	0	16	103
O=C(CCN1C(=O)CSC1=O)Nc1ccccc1	0.1	-14	-10	1	-8	-2	98	100	-5	0	99
O=C(c1ccco1)N1CCC(c2nc(-c3ccccc3Cl)no2)CC1	0.8	-4	-1	-2	-5	-5	90	98	-2	4	98
O=C(Cc1ccc(S(=O)(=O)N2CCOCC2)s1)Nc1ccccc1N1CCOCC1	1.8	-1	0	-2	-4	1	94	102	0	1	101

Not a retest: an excerpt of the list.
SMILES	ABCB1 inh	Bcl-XL Bim block	Bfl-1 Bim block	Mcl-1 Bim block	Bim-Bcl-B	Bcl-W Bim block	RGS8-Gao reg	RGS7-Gao	Bcl-2 Bim block	ABCG2 inh	RGS4-Gao reg
C=CCn1c(SCC(=O)Nc2ccc3c(c2)OCO3)nnc1-c1ccccc1	0.1	-9	-12	0	-5	0	99	100	-3	2	93
O=C(Nc1cc(C(F)(F)F)ccc1N1CCCC1)c1ccc2c(c1)OCO2	0.5	0	-1	-2	-1	0	100	100	0	4	100
CCOC(=O)c1cc(C)n(Cc2ccccc2)c1C	-0.1	-17	-12	1	-5	2	102	104	-5	0	101

(cont.)
SMILES	ABCB1 inh	Bcl-XL Bim block	Bfl-1 Bim block	Mcl-1 Bim block	Bim-Bcl-B	Bcl-W Bim block	RGS8-Gao reg	RGS7-Gao	Bcl-2 Bim block	ABCG2 inh	RGS4-Gao reg
Cc1ccnc(NS(=O)(=O)c2ccc(NC(=O)c3ccc(S(=O)(=O)N4CCCC4)cc3)cc2)n1	1.1	-2	-8	1	-4	0	92	88	-7	7	91
O=C(COc1ccccc1)NCC(=O)N/N=C/c1cc(Br)ccc1OCc1ccccc1	2.7	3	10	3	14	5	104	101	19	18	102
CC(C)(O)C#Cc1ccc(CN2CCN(Cc3ccccc3)C(CCO)C2)s1 (stereo unspecified)	-0.3	-4	-6	0	-3	0	98	98	-4	-1	100
O=C(O)c1ccc(N/N=C/c2cn(-c3ccccc3)nc2-c2cccs2)cc1	-0.7	0	-1	0	0	4	103	106	-1	-2	102
Cc1ccc2c(c1)NC(=O)C(CC(=O)NCCCN1CCCC1)O2 (stereo unspecified)	-3.2	-3	-7	-2	-4	0	103	105	-11	-5	104
O=C(CN1C(=O)c2ccccc2C1=O)N1CCOCC1	0.4	-3	-1	-4	-2	-3	99	96	-1	4	97
COc1ccc(NC(=O)COC(=O)[C@@H](NC(=O)c2c(F)cccc2F)C(C)C)cc1	0.7	1	-8	-1	-4	0	142*[activator]	164*[activator]	-1	8	150*[activator]
Cc1noc(/C=C/N(C)C)c1S(=O)(=O)N1CCCC(C(=O)N2CCCCC2)C1 (stereo unspecified)	1.0	-4	-12	0	-7	1	89	100	-8	3	75
Cc1cc(C)c(NC(=O)CSc2nc3[nH]ncc3c(=O)[nH]2)c(C)c1	-0.2	-1	-4	-2	-2	0	101	?	0	-1	103
Cc1ccc(N(C(C)C(=O)Nc2c(C)n(C)n(-c3ccccc3)c2=O)S(C)(=O)=O)cc1C (stereo unspecified)	1.4	-3	-7	-1	-3	2	99	101	-3	5	102
CCc1ccc(N/C(SC)=C(/C#N)C(N)=O)cc1	2.1	2	0	1	0	1	110	105	1	32	106
Cc1cccc(N2CC3=C(C2=O)C(c2ccccc2)NC(=O)N3C)c1 (stereo unspecified)	1.7	-5	-2	0	0	2	98	98	0	7	95
COc1cccc(NC(=O)c2cc([N+](=O)[O-])ccc2NCc2cccnc2)c1	11	-8	-3	-7	-9	-4	83	100	-6	17	96
O=C(O)CSc1nnc(CNc2ccc(Cl)cc2)n1Cc1ccccc1	0.0	2	-12	2	-6	6	102	99	-1	0	99
O=C(OCCNC(=O)c1cc2ccccc2oc1=O)c1cccnc1	1.0	0	-8	0	-1	1	100	99	-3	5	97
O=C(Nc1ccccc1C(=O)O)c1ccc(Br)c(S(=O)(=O)NCc2ccccc2)c1	-0.9	-1	-7	0	-2	2	104	104	0	-2	101
COc1ccc(C2N=C(N)N=C(N)N2c2ccccc2OC)cc1OC (stereo unspecified)	0.1	0	0	-1	-2	0	115	105	-4	2	105
CCOC(=O)c1cc2c(=O)n3ccccc3nc2n(CCCOC)c1=NC(=O)c1ccncc1	0.4	-4	-5	-1	-5	-2	103	101	0	3	102
COc1ccc(Cl)cc1-c1nc(SCC(=O)N(C)C)n[nH]1	0.1	-3	-3	1	-3	0	100	100	-2	21	97
CCOC(=O)CC(=O)CSc1nc2c(cc1C#N)CCCCCC2	0.4	-1	-3	1	-1	0	103	100	0	12	101
COc1ccccc1N1CCN(C(=O)CSc2ccc3c(C)cc(C)nc3n2)CC1	8.0	-3	-12	0	-7	-1	99	103	-12	24	100
CCC(C(=O)NCc1ccco1)N(C(=O)CNS(=O)(=O)c1ccccc1)c1ccccc1C (stereo unspecified)	0.8	3	-3	0	0	2	101	99	0	4	100
Cc1ccc(-c2nc(CS(=O)(=O)CC(=O)NCCCN3CCN(C)CC3)c(C)o2)cc1	1.6	0	-7	-1	-6	-1	101	102	-10	4	101
COc1ccc(NC(=O)c2cnc3n(c2=O)CCS3)cc1OC	1.2	-7	-12	0	-9	-4	99	100	-3	23	95
Cc1sc2nc3ccc(N4CCCCC4)nn3c(=O)c2c1C	0.8	5	0	7	1	6	99	99	0	1	98
(further entries)
SMILES	ABCB1 inh	Bcl-XL Bim block	Bfl-1 Bim block	Mcl-1 Bim block	Bim-Bcl-B	Bcl-W Bim block	RGS8-Gao reg	RGS7-Gao	Bcl-2 Bim block	ABCG2 inh	RGS4-Gao reg
CC1CCCCN1CC(=O)NC(c1ccccc1)c1ccccc1 (stereo unspecified)	2.3	-2	-6	0	-4	-1	104	102	-2	3	105
CCCOP(=O)(c1ccccc1)c1ccccc1	0.6	-10	-12	-7	-13	-9	104	99	-5	6	105
CN(Cc1cccs1)S(=O)(=O)c1cccs1	0.3	-2	-4	-2	-2	-1	99	103	-3	1	94
CCCOc1ccc(C(=O)NC(=S)NCc2cccnc2)cc1	·	-4	0	0	-3	0	101	100	0	9	100
COC(=O)C1=C(NC(=O)CCCCl)CCS1	0.1	-10	0	-5	-7	-8	105	100	-2	1	103
CCC(C)(C(=O)Nc1ccccc1C)N(C(=O)CNC(C)=O)c1ccccc1C (stereo unspecified)	0.3	-4	-2	-3	-5	-1	103	100	-4	1	101
O=c1[nH]cnc2scc(-c3ccc(F)cc3)c12	0.0	0	0	0	1	0	99	99	0	2	100
CC(=O)[C@@H]1[C@@H]2C(=O)N(C3CCCCC3)C(=O)[C@@H]2C2c3ccccc3C=CN21 (stereo partly specified)	0.8	-3	0	0	-3	-2	98	100	0	3	96
CCOC(=O)C1CCCN(Cc2cn(C)nc2-c2ccc3c(c2)OCCO3)C1 (stereo unspecified)	1.3	-3	-2	-5	-2	-2	102	104	-5	4	101
CN1c2ccccc2C(C)(C)[C@]12C=Cc1cc(O)ccc1O2	-0.1	9	1	0	-4	8	94	90	-3	0	94
O=C(/C=C/Nc1cccc([N+](=O)[O-])c1)c1cccs1	0.2	-1	0	0	1	-1	96	98	2	0	97

Rows are unselected. Share with any hit: about 0.94%.
